# Compound activity (PubChem BioAssay)
# Redox H2O2 prof: compounds producing H2O2 with reducing agent – biochemical, NIH compound library profiling, artefact control for MLSCN library redox annotation, primary screen; hit rate 0.03% among 200,000; DTT-dependent redox cycling H2O2, phenol red/HRP absorbance; 100% = 100 µM peroxide control, 0% = buffer; activation, % at 10 µM;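 active = activation of at least 50% relative to the plate's high and low controls in the primary single-dose screen; inactive = activation below 50%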;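 also: compound incubated with DTT at 0.8 mM final as the reducing agent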
# TLR4-MyD88 BLA: inhibitors of human TLR4-MyD88 binding; hit rate 0.18% among 200,000; HeLa CL3-4 TLR4/MyD88 BLA complementation, FRET ratio; AID 861; inhibition, % at 8.4 µM; O00206+Q99836; in the data active = inhibition above about 25%;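 also: 0% = vehicle and 100% = reference inhibitor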
# L major viab: Leishmania major promastigote growth inhibition. Leishmania major promastigotes, resazurin fluorescence viability. hit rate 9% among 200,000. inhibition, % at 10 µM; in the data active = inhibition above about 50%;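 also: promastigotes grown with compound for 44 hours at 28 °C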
# Hsp70 activator: Hsp70 transcriptional activation, primary screen; HeLa Hsp70 promoter luciferase reporter, luminescence; scaled: vehicle 0, proteasome-inhibitor control 100%; activation, % at 10 µM; hit rate 0.04% among 200,000; AID 1203;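 active = activation above the mean across all tested compounds plus 3 SD, cutoff set per campaign, cut at about 5.5% in these data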;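 also: 100% = MG132 at 30 µM as the positive control and 0% = DMSO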
# S1P3 antagonist: S1P3 (human) receptor antagonism; Q99500; CHO S1P3 NFAT-BLA reporter, FRET fluorescence, antagonist mode; inhibition, % at 4.98 µM; hit rate 0.27% among 170,000;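 active = inhibition above the plate cutoff, the mean inhibition of test wells on that plate plus 3 SD, cut at about 28% in these data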;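 also: cells challenged with S1P at its EC80 of 0.8 µM; blue over green emission ratio from cleaved BLA substrate after 4 h stimulation; 0% = S1P-stimulated wells and 100% = unstimulated DMSO-only wells; some compounds past the cut are filed as inactive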
# Target sequence (Q99500 whole entry, looked up): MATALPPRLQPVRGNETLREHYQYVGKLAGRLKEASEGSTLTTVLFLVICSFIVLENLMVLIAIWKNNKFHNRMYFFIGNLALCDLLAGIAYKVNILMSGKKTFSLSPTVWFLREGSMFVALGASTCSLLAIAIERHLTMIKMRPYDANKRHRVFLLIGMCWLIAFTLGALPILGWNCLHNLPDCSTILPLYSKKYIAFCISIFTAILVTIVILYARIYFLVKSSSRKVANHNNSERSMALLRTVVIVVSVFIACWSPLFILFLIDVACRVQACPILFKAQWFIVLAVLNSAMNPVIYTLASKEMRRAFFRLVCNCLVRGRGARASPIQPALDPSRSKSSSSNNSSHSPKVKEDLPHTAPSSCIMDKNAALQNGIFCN
# Starred values were filed as active, the others as inactive; · = no result given. A portion of the library, so the mix of outcomes need not match the whole.
SMILES,Redox H2O2 prof,TLR4-MyD88 BLA,L major viab,Hsp70 activator,S1P3 antagonist
CCC(C)n1c(O)c(C=NCCN2CCOCC2)c(=O)[nH]c1=S (centres undefined),·,·,·,·,4
CN(C)CC1CCCCC1=O (centres undefined),·,·,·,·,7
Cc1cccc(-n2c(O)c(/C=C3/C(c4ccccc4)=Nc4ccccc43)c(=O)[nH]c2=O)c1,·,·,·,·,2
FCCN(CCF)c1cccc(Cl)c1,·,·,·,·,-8
O=C(O)C1C2CC3CC(C2)CC1(n1ncc(N2CCC4(CC2)OCCO4)c(Cl)c1=O)C3 (centres undefined),·,·,·,·,-9
CCOc1cc(/C=C2\C(=O)NC(=O)N(C)C2=O)cc([N+](=O)[O-])c1O,·,·,·,·,1
O=C1OC(c2ccc(Br)cc2)=N/C1=C\N1CC2CC(C1)c1cccc(=O)n1C2 (centres undefined),·,·,·,·,0
NNc1n[nH]c(=S)n1N,·,·,·,·,2
CC/C(=N\Nc1ccccc1)c1c(O)n(-c2ccccc2)c(=O)[nH]c1=O,·,·,·,·,7
COCCN1C(=O)/C(=C/c2c(OC)cc(OC)cc2OC)C(=O)N(c2ccccc2)C1=O,·,·,·,·,-6
O=c1[nH]c(=S)n(-c2ccccc2)c(O)c1/C=N/N1CCCCC1c1cccnc1 (centres undefined),·,·,·,·,9
NC1=NC(c2cccnc2)n2c(nc3ccccc32)N1 (centres undefined),·,·,·,·,-10
COCCn1c(-c2ccccc2)cc(C(=O)O)c1C,0.4,-4,-6,-0.1,·
Cc1c(/C=C2/CC3C4CC=C5CC(O)CCC5(C)C4CCC3(C)C2=O)cnn1C (centres undefined),1.1,2,2,-0.5,·
O=c1[nH]c(O)c(C=NC2CCN(Cc3ccccc3)CC2)c(=O)[nH]1,-0.3,8,-4,-0.4,·
CCn1ncc(/C=C2/CC3C4CC=C5CC(O)CCC5(C)C4CCC3(C)C2=O)c1C (centres undefined),-0.1,-1,-7,0.0,·

# Some of the entries so far, with values under each structure.
# Below each SMILES: Redox H2O2 prof, TLR4-MyD88 BLA, L major viab, Hsp70 activator, S1P3 antagonist
- O=C1OC(c2ccc(Br)cc2)=N/C1=C\N1CC2CC(C1)c1cccc(=O)n1C2 (centres undefined)
    ·, ·, ·, ·, 0
- NNc1n[nH]c(=S)n1N
    ·, ·, ·, ·, 2
- CC/C(=N\Nc1ccccc1)c1c(O)n(-c2ccccc2)c(=O)[nH]c1=O
    ·, ·, ·, ·, 7
- COCCN1C(=O)/C(=C/c2c(OC)cc(OC)cc2OC)C(=O)N(c2ccccc2)C1=O
    ·, ·, ·, ·, -6
- O=c1[nH]c(=S)n(-c2ccccc2)c(O)c1/C=N/N1CCCCC1c1cccnc1 (centres undefined)
    ·, ·, ·, ·, 9
- NC1=NC(c2cccnc2)n2c(nc3ccccc32)N1 (centres undefined)
    ·, ·, ·, ·, -10
- COCCn1c(-c2ccccc2)cc(C(=O)O)c1C
    0.4, -4, -6, -0.1, ·
- Cc1c(/C=C2/CC3C4CC=C5CC(O)CCC5(C)C4CCC3(C)C2=O)cnn1C (centres undefined)
    1.1, 2, 2, -0.5, ·
- O=c1[nH]c(O)c(C=NC2CCN(Cc3ccccc3)CC2)c(=O)[nH]1
    -0.3, 8, -4, -0.4, ·
- CCn1ncc(/C=C2/CC3C4CC=C5CC(O)CCC5(C)C4CCC3(C)C2=O)c1C (centres undefined)
    -0.1, -1, -7, 0.0, ·
